Bioassay records deposited in PubChem by Broad Institute.
FN deposition inh = fibronectin deposition inhibition; inhibition, % at 12.6 µM; 350,000 tested, 0.086% active; AID 743247; AH1F fibroblasts, Alexa488-fibronectin deposition fluorescence, overnight;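 active = mean inhibition across replicates of 30% or more, regardless of how many single replicates reach that level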;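 also: positive control wells lacked labelled fibronectin entirely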
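Assay system: AH1F fibroblasts assembling fluorescent fibronectin matrix; Amount: 10000 AH1F cells per well; Buffer or medium: DMEM, 2% serum; Probe or stimulus: Alexa488-fibronectin, 24 nM final in well; Doses: single compound dose, delivered by pin transfer; Incubation: 1 h adhesion, overnight exposure; Measured by: fluorescence 485/525 nm; Read-out: fibronectin deposition inhibition.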
EWS-Fli inh = EWS/Fli transcriptional activity inhibition; A673 NR0B1-luciferase reporter, viability-normalised; inhibition, % at 12.6 µM; 350,000 tested, 0.67% active; AID 651661;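 active = mean inhibition of at least 50% after viability correction, with every replicate also passing that limit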;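 also: firefly luciferase signal divided by Alamar Blue viability fluorescence both relative to DMSO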
LGR2 inh = Drosophila LGR2 receptor signaling inhibition. HEK293 LGR2, CRE-luciferase, bursicon-stimulated, 4 h. inhibition, % at 9.99 µM. 380,000 tested, 0.35% active;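 active = drop in luminescence signal, shown as inhibition above about 50% in the replicate tests, limit read from the data, passing the limit was not always enough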;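 also: agonist challenge used bursicon conditioned medium at about half maximal strength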
PglD DTNB = PglD (C. jejuni) enzyme inhibition. 360,000 tested, 0.098% active. inhibition, % at 12.5 µM. purified PglD enzyme, DTNB colorimetric CoA detection; in the data active = inhibition above about 16%, passing the limit was not always enough; also: strong numbers were not always called active
PGC1a acetyl inh = lowers PGC1a acetylation signal in U2OS cells; AlphaScreen anti-acetyl-lysine; with virally co-expressed GCN5 acetyltransferase; inhibition, % at 15.6 µM; 350,000 tested, 0.17% active; AID 651687;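 active = every replicate shows inhibition of at least 40%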;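 also: 0% = neutral control wells and 100% = positive control wells; some results beyond the cut were filed as inactive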
* marks the source's active call; other numbers are inactive results. This is a subset; the hit share may differ from the screen's.

Screening CC12CCC(c3c(CO)nn(-c4ccccc4)c31)C2(C)C (configuration not stated) returned FN deposition inh -16 and PglD DTNB 1.
Screening Cc1ccccc1NC(=O)Cc1ccccc1 returned FN deposition inh 4 and PglD DTNB -6.
`CCCCC(=O)N1CCCC(C(=O)OCC)C1` (configuration not stated) gave FN deposition inh -3 and PglD DTNB 6.
CC1CCCN(S(=O)(=O)c2ccc(NC(=O)CN3CCN(C)CC3)cc2)C1 (configuration not stated) was read as FN deposition inh -10 and PglD DTNB -6.
Screening O=C(Cn1cnc2ccccc2c1=O)Nc1ccc2c(c1)OCCO2 returned FN deposition inh -9 and PglD DTNB -4.
`COc1ccccc1NC(=O)c1csc(-n2nc(C)cc2C(F)(F)F)n1` gave FN deposition inh -24 and PglD DTNB -3.
`O=C(CNc1ccc(Br)cc1)c1ccccc1` gave FN deposition inh 3 and PglD DTNB -5.
`COc1cc2c(C(=O)NCc3ccccn3)cn(C)c(=O)c2cc1OC` gave FN deposition inh 4 and PglD DTNB -4.
`CCN1CCN(Cc2nc(N)nc(Nc3ccc(C)c(C)c3)n2)CC1` gave FN deposition inh -6 and PglD DTNB 4.
Cc1ccc(S(=O)(=O)N2CCC(C(=O)NC3CCCCCC3)CC2)cc1 was read as FN deposition inh 6 and PglD DTNB 5.
For O=C(NCCCc1ccccc1)C1CC(=O)N(c2ccc3c(c2)OCCO3)C1 (configuration not stated) the results were FN deposition inh 4 and PglD DTNB -1.
`COC(=O)c1nnn(CC(=O)Nc2ccc(C)c(F)c2)c1C(=O)OC` gave FN deposition inh 4 and PglD DTNB -1.
`CN=C(Nc1ccc2c(c1)OCO2)SC1CC(=O)N(c2ccccc2)C1=O` (configuration not stated) gave FN deposition inh 1 and PglD DTNB -4.
Cn1c(=O)c2c(nc(CN3CCN(CCO)CC3)n2Cc2cccc3ccccc23)n(C)c1=O was read as FN deposition inh 6 and PglD DTNB 5.
For O=C(C1CCCN(Cc2ccccc2)C1)N1CCc2ccccc2C1 (configuration not stated) the results were FN deposition inh 0 and PglD DTNB 0.
For Cn1cccc1C(=O)c1ccc(Cl)cc1Cl the results were FN deposition inh 4 and PglD DTNB 3.
CCOC(=O)c1ccc(NC(=O)CN2C(=O)CSC2=O)cc1 was read as FN deposition inh -3 and PglD DTNB -4.
For COC(=O)COC(=O)c1ccc(-n2nnnc2SC)cc1 the results were FN deposition inh 4 and PglD DTNB -6.
Screening O=C(NCc1cccs1)Nc1ccc2c(c1)OCO2 returned FN deposition inh 5 and PglD DTNB 5.
Screening O=C(CCOc1ccccc1)NCC(c1ccco1)N1CCCCC1 (configuration not stated) returned FN deposition inh 15 and PglD DTNB -6.
`COC(=O)c1ccc(Oc2nc(C(N)=O)cc(-c3ccccc3)n2)cc1` gave FN deposition inh 6 and PglD DTNB -2.
For OCCNc1nc(-c2cccnc2)nc2ccccc12 the results were FN deposition inh -3 and PglD DTNB 0.
Screening CCCN1[C@@H]2c3ccc(-c4ccccc4OC)c(=O)n3C[C@@H]2[C@@H](CO)[C@@H]1C(=O)N(C)C returned EWS-Fli inh -18 and LGR2 inh -11.
`CC(=O)N1[C@@H]2c3cccc(=O)n3C[C@H]1[C@H](CO)[C@H]2C(=O)NC1CCCC1` gave EWS-Fli inh 4 and LGR2 inh -4.
For O=C(Nc1nccs1)[C@@H]1[C@@H](CO)[C@@H]2Cn3c(ccc(-c4ccncc4)c3=O)[C@@H]2N1CC1CCCC1 the results were EWS-Fli inh 3 and LGR2 inh -1.
For COc1cccc(CN2CC3(CCN(CC4CC4)CC3)c3c([nH]c4cc(OC)ccc34)[C@H]2CO)c1 the results were EWS-Fli inh 23 and LGR2 inh -6.
`CC(C)NC(=O)N(C)C[C@@H]1Oc2ccc(NS(=O)(=O)c3cccs3)cc2C(=O)N([C@H](C)CO)C[C@H]1C` gave EWS-Fli inh -9 and LGR2 inh 11.
`COc1ccc2c3c([nH]c2c1)[C@@H](CO)N(Cc1ccc2c(c1)OCO2)CC31CN(C(=O)Nc2c(C)noc2C)C1` gave EWS-Fli inh -10 and LGR2 inh 5.
For CN1[C@@H]2c3ccc(-c4cccnc4)c(=O)n3C[C@H]1[C@H](CO)[C@H]2C(=O)NCCc1ccccc1 the results were EWS-Fli inh -1 and LGR2 inh -2.
CCCN(C)C[C@H]1Oc2cc(C3=CCCC3)ccc2S(=O)(=O)N([C@@H](C)CO)C[C@H]1C was read as EWS-Fli inh 4 and LGR2 inh 0.
For O=C(NCCc1ccncc1)[C@H]1[C@H](CO)[C@H]2Cn3c(ccc(C4=CCCCC4)c3=O)[C@@H]1N2CC1CC1 the results were EWS-Fli inh -12 and LGR2 inh -6.
Cc1noc(C)c1NC(=O)N(C)C[C@H]1Oc2ccc(NS(=O)(=O)c3c(C)noc3C)cc2C(=O)N([C@@H](C)CO)C[C@H]1C was read as EWS-Fli inh -1 and LGR2 inh 16.
`Cc1ccn2c(C(=O)CSc3ccc(Cl)cc3)c(C)nc2c1` gave LGR2 inh 15 and PGC1a acetyl inh -4.
CCOC(=O)C1=C(CSc2nc(-c3ccncc3)ccc2C#N)OC(N)=C(C#N)C1c1ccc(OC)cc1 (configuration not stated) was read as LGR2 inh -42 and PGC1a acetyl inh 12.
COc1cccc(NC(=S)NCCC(c2ccccc2)c2ccccc2)c1 was read as LGR2 inh 12 and PGC1a acetyl inh -4.
`CC1(C)Nc2ccc(O)cc2-c2c1ssc2=S` gave LGR2 inh 7 and PGC1a acetyl inh 3.
`COc1cc2c(cc1OC)C1=NC(=O)CN1C(SCc1ccc(C)cc1)=N2` gave LGR2 inh 22 and PGC1a acetyl inh 12.
Screening O=C(COc1ccccc1)NCc1ccc2c(c1)OCO2 returned LGR2 inh -3 and PGC1a acetyl inh -9.
O=C(c1cc2ccccc2o1)N1CCN(S(=O)(=O)c2cccs2)CC1 was read as LGR2 inh -11 and PGC1a acetyl inh 9.
Screening COc1cccc(OCc2cc(/C=N/NC(=O)c3nc(Cl)c(Cl)c(N)c3Cl)ccc2OC)c1 returned LGR2 inh 0 and PGC1a acetyl inh 5.
Screening Cc1cccc(CSc2nnnn2-c2ccccc2)c1 returned LGR2 inh -17 and PGC1a acetyl inh -3.
Screening c1ccc(-c2csc(NNC3=NCCCCC3)n2)cc1 returned LGR2 inh 3 and PGC1a acetyl inh -20.
`CCCSc1nc(C)c(-c2csc(C(C#N)=C3CCCC3)n2)cc1C#N` gave LGR2 inh 1 and PGC1a acetyl inh -1.
O=C1C2C3c4ccccc4C(c4ccccc43)[C@@H]2c2nc3ccccc3n21 (some centres not stated) was read as LGR2 inh 15 and PGC1a acetyl inh 6.
O=C(c1ccc(Br)s1)N1CCN(C/C=C/c2ccccc2)CC1 was read as LGR2 inh -2 and PGC1a acetyl inh 10.
`Cc1ccnc2nc(C(=O)NCCc3ccc(F)cc3)nn12` gave LGR2 inh -2 and PGC1a acetyl inh 38.
`CC(OC(=O)Cn1c(C(F)(F)F)nc2ccccc21)C(N)=O` (configuration not stated) gave LGR2 inh -10 and PGC1a acetyl inh -7.
For COc1ccc(C(=O)N/C(=C\c2cccs2)c2nc3ccccc3[nH]2)cc1OC the results were LGR2 inh -4 and PGC1a acetyl inh -8.

5 records picked at random from those above, as already listed:
For COc1ccc(C(=O)N/C(=C\c2cccs2)c2nc3ccccc3[nH]2)cc1OC the results were LGR2 inh -4 and PGC1a acetyl inh -8.
O=C(c1ccc(Br)s1)N1CCN(C/C=C/c2ccccc2)CC1 was read as LGR2 inh -2 and PGC1a acetyl inh 10.
O=C1C2C3c4ccccc4C(c4ccccc43)[C@@H]2c2nc3ccccc3n21 (some centres not stated) was read as LGR2 inh 15 and PGC1a acetyl inh 6.
`CC(OC(=O)Cn1c(C(F)(F)F)nc2ccccc21)C(N)=O` (configuration not stated) gave LGR2 inh -10 and PGC1a acetyl inh -7.
O=C(c1cc2ccccc2o1)N1CCN(S(=O)(=O)c2cccs2)CC1 was read as LGR2 inh -11 and PGC1a acetyl inh 9.

New compounds follow:
Cn1c(SCC(=O)Nc2cccc(NC(=O)c3cccs3)c2)nnc1-c1ccncc1 was read as LGR2 inh 10 and PGC1a acetyl inh -4.
`CCCCNC(=S)NNC(=O)C12CC3CC(CC(C3)C1)C2` gave LGR2 inh 3 and PGC1a acetyl inh -10.
Screening CCOC(=O)c1c(C)n(C)c2ccc(O)c(CN3CCN(C)CC3)c12 returned LGR2 inh -18 and PGC1a acetyl inh -8.
CN1C(C)(C)CC(NC(=O)CCC(=O)NC2CC(C)(C)N(C)C(C)(C)C2)CC1(C)C was read as LGR2 inh 4 and PGC1a acetyl inh -2.
CC(C)CCNC(=O)c1ccc2nc[nH]c2c1 was read as LGR2 inh 2 and PGC1a acetyl inh -6.
COc1ccc(NC(C)=O)cc1NC(C)C(=O)Nc1cccc2ccccc12 (configuration not stated) was read as LGR2 inh -1 and PGC1a acetyl inh 8.
O=C(Cc1ccc(Cl)cc1)N/N=C1\CCCc2ccccc21 was read as LGR2 inh 7 and PGC1a acetyl inh -3.
`O=C(Nc1cccnc1)C1(F)C(F)(F)C(F)(F)C(F)(F)C(F)(F)C1(F)F` gave LGR2 inh -38 and PGC1a acetyl inh -21.
`CCOc1ccc(C(=O)OCCN(C)C)cc1` gave LGR2 inh -12 and PGC1a acetyl inh 16.
`CCCCc1nc2n[nH]c(N)c2c2c1CSC(C)(C)C2` gave LGR2 inh -10 and PGC1a acetyl inh 1.
O=C(CCC(=O)N1CCCC1)Nc1nnc(C(F)(F)F)s1 was read as LGR2 inh -13 and PGC1a acetyl inh 1.
Screening CC1CCCN(CCCNC(=O)C2CC(=O)N(c3ccc(F)c(Cl)c3)C2)C1 (configuration not stated) returned LGR2 inh 22 and PGC1a acetyl inh -10.

In the list so far, 2 have a furan ring, fused or not.
Screening O=C(CCOc1ccccc1)NCC(c1ccco1)N1CCCCC1 (configuration not stated) returned FN deposition inh 15 and PglD DTNB -6.
O=C(c1cc2ccccc2o1)N1CCN(S(=O)(=O)c2cccs2)CC1 was read as LGR2 inh -11 and PGC1a acetyl inh 9.

Continued:
For CCOC(=O)/C(=C\Nc1ccccc1C(F)(F)F)Sc1ncc(C(F)(F)F)cc1Cl the results were LGR2 inh 8 and PGC1a acetyl inh -19.
For O=C1CN(C(=O)COc2ncnc3ccccc23)c2ccccc2N1 the results were LGR2 inh 3 and PGC1a acetyl inh 8.
Screening O=C(CN1CCN(c2ccccc2F)CC1)Nc1ccccc1F returned LGR2 inh 21 and PGC1a acetyl inh -9.
For CC(=O)Oc1ccc(-c2cccc(C(=O)O)c2)cc1 the results were LGR2 inh -25 and PGC1a acetyl inh 9.
CCN1CCN(C(=O)c2ccc(COc3ccc(Cl)cc3)o2)CC1 was read as LGR2 inh -10 and PGC1a acetyl inh 6.
`Cc1ccc(Nc2nnns2)cc1` gave LGR2 inh 7 and PGC1a acetyl inh 1.
For Cn1c(SCC(=O)NC(=O)NCc2ccco2)nnc1C(F)(F)F the results were LGR2 inh -22 and PGC1a acetyl inh 13.
`O=C(NCc1ccco1)C1c2ccccc2Oc2ccccc21` gave LGR2 inh 4 and PGC1a acetyl inh -6.
O=C(NCCN1CCCC1)c1cc(-c2ccncc2)nc2ccc(S(=O)(=O)N3CCOCC3)cc12 was read as LGR2 inh -12 and PGC1a acetyl inh -2.
CCNC(=S)NCCN1CCCCC1 was read as LGR2 inh -11 and PGC1a acetyl inh 3.
For COCCNC(=O)c1ccccc1-c1nc(-c2ccccc2OC)no1 the results were LGR2 inh -25 and PGC1a acetyl inh -15.
CC1(C2CC2)NC(=O)NC1=O (configuration not stated) was read as LGR2 inh 15 and PGC1a acetyl inh 4.
Screening Cc1ccccc1-n1ncc2c(SCC(=O)NCc3cccs3)ncnc21 returned LGR2 inh -15 and PGC1a acetyl inh -28.
For C=CCN1C(=O)C(Cc2ccc(OCC)cc2)S/C1=N\N=C\c1cccs1 (configuration not stated) the results were LGR2 inh -1 and PGC1a acetyl inh -4.
Cc1cc(Cl)cc(Cl)c1OCCOc1cccc2cccnc12 was read as LGR2 inh 4 and PGC1a acetyl inh 3.
`COc1ccccc1Oc1ccc2c(c1)C(=O)N(c1ccc(C)cc1)C2=O` gave LGR2 inh -7 and PGC1a acetyl inh 104*.
`CCOc1ccc(Br)cc1S(=O)(=O)Nc1nc(CN2CCOCC2)nc2sc(C)c(C)c12` gave LGR2 inh 9 and PGC1a acetyl inh 0.
Cc1ccccc1CSc1nc2n(n1)C(c1cccs1)C1=C(CCCC1=O)N2 (configuration not stated) was read as LGR2 inh -12 and PGC1a acetyl inh -7.
`CC(=O)N(c1ccc2oc(=O)sc2c1)S(=O)(=O)c1ccccc1` gave LGR2 inh 1 and PGC1a acetyl inh 20.
Screening Cc1cccc(N(NC(=O)C(C)(C)O)C(=O)c2ccccc2)c1 returned LGR2 inh 18 and PGC1a acetyl inh 3.
For Cc1ccc(-n2c(N)c(C(N)=O)sc2=S)cc1 the results were LGR2 inh 4 and PGC1a acetyl inh -17.
